SIRT5 block: blocks human SIRT5 desuccinylation of peptide | Purified SirT5, succinyl-peptide AMC, trypsin-coupled fluorescence | AID 652115 | Q9NXA8 | inhibition, % at 15 µM | 1.1% of 330,000 active; in the data active = inhibition above about 15%; inconclusive = no clear call, values can overlap the other calls
Target sequence (Q9NXA8 whole entry, looked up): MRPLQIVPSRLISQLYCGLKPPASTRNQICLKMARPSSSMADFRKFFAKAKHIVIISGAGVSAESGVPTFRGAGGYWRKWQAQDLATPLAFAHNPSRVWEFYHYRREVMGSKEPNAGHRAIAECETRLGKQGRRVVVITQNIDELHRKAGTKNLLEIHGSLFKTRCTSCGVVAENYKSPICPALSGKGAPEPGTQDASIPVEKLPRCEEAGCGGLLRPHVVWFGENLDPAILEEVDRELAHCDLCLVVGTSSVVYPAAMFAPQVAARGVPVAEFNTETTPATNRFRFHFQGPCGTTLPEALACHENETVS
ARNT TACC3 PPI: ARNT/TACC3 interaction disruption; AlphaScreen His-ARNT PAS-B/GST-TACC3 binding, luminescence; TACC3 fragment carries E629A point mutation; inhibition, % at 9.99 µM; 0.66% of 390,000 active;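 active = mean inhibition of replicates at least 50% and at least half of replicates each reaching 50%; inconclusive = half or more replicates reach 50% but mean below 50%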;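 also: 0% = complete ARNT plus TACC3 wells and 100% = ARNT alone without TACC3; many hits fall short of the cut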
LGR2 inh: inhibitors of bursicon-induced Drosophila LGR2 receptor cAMP signaling; inhibition, % at 9.99 µM; HEK293 LGR2, CRE-luciferase, bursicon-stimulated, 4 h; AID 720647; 0.35% of 380,000 active;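 active = drop in luminescence signal, shown as inhibition above about 50% in the replicate tests, limit read from the data, passing the limit was not always enough; inconclusive = probably only some replicates passing the limit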;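 also: agonist challenge used bursicon conditioned medium at about half maximal strength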
Casp6 inh: caspase-6 (human) enzyme inhibition; inhibition, % at 12.5 µM; P55212; AID 686996; purified caspase-6, Z-VEID-R110 cleavage fluorescence; 0.53% of 350,000 active;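 active = mean inhibition across replicates at least about 35%, with every replicate also reaching that limit, limit read from the data; inconclusive = only one of the two criteria met; inactive = neither criterion met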;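 also: 0% = median of neutral control wells and 100% = no fluorescence left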
Target sequence (P55212 24-179 limits assumed): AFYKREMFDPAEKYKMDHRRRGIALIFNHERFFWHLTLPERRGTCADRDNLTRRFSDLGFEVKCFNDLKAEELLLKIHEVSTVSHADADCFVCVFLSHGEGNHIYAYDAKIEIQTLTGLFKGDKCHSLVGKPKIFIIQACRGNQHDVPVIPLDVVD
Target sequence (P55212 194-293 limits assumed): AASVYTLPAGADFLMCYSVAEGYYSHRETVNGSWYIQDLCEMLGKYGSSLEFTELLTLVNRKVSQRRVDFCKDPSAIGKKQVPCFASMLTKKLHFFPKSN
PAX8 inh HTS: lowers PAX8-driven luciferase in RMG-I cells | RMG-I TPO-luciferase reporter, SteadyGlo, 24 h | inhibition, % at 12.6 µM | 1.2% of 360,000 active;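 active = mean replicate inhibition at least 60% with every replicate also reaching 60%; inconclusive = only one of the two criteria is met; inactive = mean below 60% and not all replicates reaching 60%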;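 also: luciferase light reporting Pax8 driven TPO promoter activity; plate controls were median of neutral control wells for no effect and mitoxantrone controls for full effect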
EWS-Fli inh: blocks EWS/Fli oncoprotein-driven transcription; A673 NR0B1-luciferase reporter, viability-normalised; 0.67% of 350,000 active; inhibition, % at 12.6 µM;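 active = mean inhibition of at least 50% after viability correction, with every replicate also passing that limit; inconclusive = mean reaches 50% but only one of two replicates passes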;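 also: firefly luciferase signal divided by Alamar Blue viability fluorescence both relative to DMSO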
DENV2 CPE: protects cells from dengue virus 2 cytopathic effect; DENV2-infected cells, cytopathic effect rescue, plate reader; AID 651640; 1.7% of 350,000 active; CPE inhibition, % at 9.99 µM; in the data active = CPE inhibition above about 20%, passing the limit was not always enough; inconclusive = no clear call, values can overlap the other calls; tested in BHK-21 cells;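 also: 0% = median of neutral control wells and 100% = median of positive control wells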
Numbers without * were called inactive; ? = inconclusive; · = not tested or not shown; & = joins results of further samples.

SMILES	SIRT5 block	ARNT TACC3 PPI	LGR2 inh	Casp6 inh	PAX8 inh HTS	EWS-Fli inh	DENV2 CPE
O=C(NCCc1ccc(Cl)cc1)C1CCCO1 (centres undefined)	0.7	32.6	0.0	-0.9	5.2	-2.0	1.8
COc1ccccc1-c1ccc2n(c1=O)C[C@H]1[C@H](CO)[C@@H](C(=O)Nc3nccs3)N(CC3CC3)[C@@H]21	-5.4	-0.7	7.4	-0.8	4.2	8.1	-6.5
O=C(C[C@@H]1CC[C@H]2[C@@H](COC[C@@H](O)CN2C(=O)c2ccncc2)O1)Nc1ccc(-c2ccccc2)cc1	3.5	10.1	-6.7	0.0	-10.1	-17.1	20.9*
CCOc1cc2c(cc1OC)C(c1cccc([N+](=O)[O-])c1)NCC2 (centres undefined)	-2.6	-17.8	0.5	42.3*	15.1	13.6	6.1
Cc1cccc2c(CCNC(=O)c3ccc([N+](=O)[O-])cc3)c[nH]c12	4.6	-5.3	·	-0.3	-8.2	11.2	-3.4
C[C@H]1CN([C@@H](C)CO)C(=O)c2cccc(NS(=O)(=O)c3ccc(Cl)cc3)c2O[C@@H]1CN(C)S(=O)(=O)c1cccs1	4.8	-6.5	13.5	0.4	·	-1.8	4.2
CC(O)C(NC(=O)OCc1ccccc1)C(=O)OCc1ccccc1 (centres undefined)	-3.1	-13.8	3.5	-0.7	1.0	-6.7	-6.1
CCc1nn(C(CC)C(=O)NCc2cccs2)c(=O)c2cc3occc3n12 (centres undefined)	-1.8	-11.7	14.8	3.8	-9.0	·	-5.1
COc1ccc(CCN2C(=O)CN=C2Nc2ccc(F)cc2)cc1OC	0.0	-5.8	-5.2	-0.5	7.2	0.9	-3.8
CN(CC(=O)Nc1ccc(OC(F)(F)F)cc1)C(=O)C1CCC1	2.8	·	·	-3.0	-0.5	-9.3	-8.3
COc1ccc(C2C=C(c3ccccc3)Nc3nnnn32)cc1 (centres undefined)	7.2	2.4	-12.3	-2.9	·	-95.3	6.0
Cc1ccc(CNC(=O)Nc2ccccc2)c(C)c1	-4.4	2.1	-40.2	0.3	-203.6	-76.6	-2.3
COc1ccc(NC(=O)c2ccc3c(c2)NC(=O)CO3)cc1OC	-0.3	-1.3	-5.1	-2.1	-3.7	3.6	-3.6
CC(C)c1nc2cc(C(=O)N(C)C3CCOCC3)ccc2o1	-0.9	-4.2	-0.9	0.8	-16.5	-27.1	-2.8
COc1ccc(Br)cc1/C=N/NC(=O)CNC(=O)C1COc2ccccc2O1 (centres undefined)	1.4	-8.5	-7.6	0.1	-2.1	·	0.4
Cc1ccc(C(C(=O)NCc2ccco2)N(C(=O)Cc2cccs2)c2cccnc2)cc1 (centres undefined)	-1.0	-1.8	23.4	0.5	9.7	6.4	-2.4
COc1ccc(C(=O)NC2CCN(C(=S)Nc3cc(C)cc(C)c3)CC2)cc1	4.5	0.5	-1.3	-5.0	8.5	2.4	1.2
COc1cc(NC(=O)C2=COCCO2)c(OC)cc1Cl	-0.5	-13.5	-32.2	-0.1	9.5	-3.7	9.8
COc1ccc(Br)cc1C(=O)NC(=S)Nc1c(C)n(C)n(-c2ccccc2)c1=O	-7.4	-0.7	5.1	2.4	16.1	8.0	2.7
CC(C)NC(=O)N1C[C@H]2[C@@H](c3ccccc31)[C@@H](CO)N2C(=O)c1ccc(F)cc1	0.7	-5.2	-9.5	-2.1	-11.8	2.9	2.3
Cc1ccccc1OCC(=O)N=Nc1c(O)n(C)c2ccccc12	-4.8	6.5	-43.9	8.1	-18.7	-9.4	3.7
COc1ccc(C2=NN(C(=O)c3cccs3)C(c3ccccc3O)C2)cc1 (centres undefined)	-3.3	·	-6.1	-1.0	1.1	-8.9	-6.1
COc1ccc(N2Cc3cccc(C(=O)N4CCN(C(=O)c5ccco5)CC4)c3C2=O)cc1	3.3	3.4	-3.9	9.1	1.4	-3.1	?
O=c1[nH]c(C2CCN(S(=O)(=O)c3cccc(Cl)c3)CC2)nc2c1nnn2Cc1ccccc1	-0.1	0.1	-7.4	3.4	11.6	16.5	?
Cc1ccc(NC(=O)C2CCCN(S(=O)(=O)c3c(C)noc3/C=C/N(C)C)C2)cc1F (centres undefined)	-3.3	6.4	8.0	0.5	·	3.3	-2.9

Single records, as listed above. Screens in order: SIRT5 block	ARNT TACC3 PPI	LGR2 inh	Casp6 inh	PAX8 inh HTS	EWS-Fli inh	DENV2 CPE
CN(CC(=O)Nc1ccc(OC(F)(F)F)cc1)C(=O)C1CCC1 across the screens: 2.8	·	·	-3.0	-0.5	-9.3	-8.3
COc1ccc(Br)cc1/C=N/NC(=O)CNC(=O)C1COc2ccccc2O1 (centres undefined) across the screens: 1.4	-8.5	-7.6	0.1	-2.1	·	0.4
Cc1ccc(NC(=O)C2CCCN(S(=O)(=O)c3c(C)noc3/C=C/N(C)C)C2)cc1F (centres undefined) across the screens: -3.3	6.4	8.0	0.5	·	3.3	-2.9

Further structures.
SMILES	SIRT5 block	ARNT TACC3 PPI	LGR2 inh	Casp6 inh	PAX8 inh HTS	EWS-Fli inh	DENV2 CPE
C[C@H]1CC[C@@]2(O[C@@H](CCO)C[C@H](O)[C@H]2O)O1	·	-26.7	10.4	-0.6	-17.3	-8.0	8.8
COc1ccc(-c2csc(NC(C)c3nc4cc(Cl)c(Cl)cc4n3CCOCCO)n2)cc1 (centres undefined)	·	-2.0	-4.6	4.0	12.1	3.0	-15.5
CCC(=O)Nc1ccc2c(c1)C(=O)N(C)[C@@H]1CC[C@@H](CC(=O)NCCN3CCCCC3)O[C@@H]1CO2	5.7	-4.6	9.3	2.0	-1.0	-3.1	?
Cc1ccc(S(=O)(=O)N2CCCC2)cc1C(=O)NCc1ccccn1	-0.4	10.1	-23.4	-0.2	2.5	7.9	4.0
Cc1ccc(C(=O)NCC(=O)N(C)Cc2ccccc2C)s1	·	·	1.7	-0.1	-46.4	-37.8	-0.7
OC[C@@H]1[C@@H](c2ccccc2)C2(CN(Cc3ccccn3)C2)N1Cc1cncnc1	8.8	·	7.7	-1.7	-0.1	3.0	13.8
COc1ccccc1C(=O)Nc1ccc(-c2nnn(CC(=O)N3CCN(C(=O)c4ccco4)CC3)n2)cc1	-1.1	-4.1	-20.1	1.0	-15.8	3.5	2.0
COc1cc(NC(=S)NCCC(c2ccccc2)c2ccccc2)c(OC)cc1Cl	·	-2.4	-9.9	·	19.1	·	·
CCOC(=O)C1=C(C)NC(=O)NC1/C=C\c1ccccc1 (centres undefined)	0.6	-0.6	-10.1	-1.0	4.3	5.4	-3.3
CCN(c1ccccc1)C1(O)C(=O)c2ccccc2C1=O	-2.4	-1.8	-9.6	-1.8	2.1	-8.8	5.5
CCOC(=O)c1cnc(-c2ccc(C(F)(F)F)cn2)[nH]c1=O	-5.2	·	-1.8	0.8	-1.3	-9.9	10.7
CCOc1ccc(N(C)Cc2cc(=O)oc3ccc(OCC)cc23)cc1	-15.7	0.8	-3.8	0.6	9.5	6.6	?
C[C@@H](O)C#Cc1ccc([C@H]2[C@H]3CN(C(=O)c4ccc5c(c4)OCO5)CCCCN3[C@H]2CO)cc1	0.6	-1.6	-1.0	·	-0.3	-9.8	·
COc1ccc2c3c([nH]c2c1)[C@H](CO)N(C(=O)CN(C)C)CC31CN(CC2CCCC2)C1	-19.1	·	24.1	-0.6	0.1	-2.4	2.3
CO[C@H](CN(C)C(=O)c1ccc2c(c1)OCO2)[C@@H](C)CN([C@@H](C)CO)S(=O)(=O)c1ccc(C)cc1	·	-5.4	-14.7	0.7	·	-3.9	-3.7
COc1ccc(NC(=O)C2CC(c3ccccc3Cl)=NO2)cc1 (centres undefined)	-1.3	-5.2	·	3.1	-59.8	-17.5	-3.6
O=S1(=O)CCN2C(=N1)Sc1c2ccc2c1CCCC2	-1.5	0.3	-26.6	8.2	·	-64.8	5.2
COc1cc(OC)c2c(C)cc(=O)oc2c1C(CCN1CCOCC1)c1ccc2c(c1)OCO2 (centres undefined)	2.2	6.3	-2.5	5.3	-3.3	8.6	16.4
C[C@H]1CN([C@@H](C)CO)C(=O)Cc2cc(NC(=O)NC3CCCCC3)ccc2O[C@H]1CN(C)C(=O)Nc1ccc2c(c1)OCO2	6.2	-71.3	-10.2	2.1	-28.9	-6.8	-3.9
CC(OC(=O)C1CCCC1)C(=O)Nc1ccc(S(N)(=O)=O)cc1 (centres undefined)	-10.1	-3.3	5.4	-1.5	8.5	7.3	-4.0
CCOC(=O)c1c(-c2cccs2)csc1NC(=O)CSc1ncn[nH]1	-0.5	-9.5	-5.5	9.5	·	23.2	-3.2
COc1cc(/C=C2\NC(=S)N(C)C2=O)ccc1O	-0.7	5.2	-14.4	0.9	-13.4	27.8	9.3
CCC(=O)N1[C@@H]2Cn3c(ccc(-c4ccccc4)c3=O)[C@H]1[C@@H](C(=O)N(C)C)[C@@H]2CO	-25.7	26.9	12.2	-1.2	-4.0	1.0	2.4
COC(=O)C[C@H]1CC[C@@H]2[C@@H](COc3ccc(NC(=O)Nc4cccc(C#N)c4)cc3C(=O)N2C)O1	10.6	8.0	23.4	-0.4	-33.7	-15.5	0.7
C[C@H]1CN([C@@H](C)CO)S(=O)(=O)c2ccc(-c3cccc(F)c3)cc2O[C@@H]1CN(C)C	-10.4&0.1&-1.7	-2.4&-4.1	2.6&5.7	-4.6&-0.6&-1.0	-3.3	1.8&6.6&10.8	2.6&-1.4&1.2
SMILES	SIRT5 block	ARNT TACC3 PPI	LGR2 inh	Casp6 inh	PAX8 inh HTS	EWS-Fli inh	DENV2 CPE
O=c1c2nccnc2[nH]c(=S)n1Cc1ccccc1Cl	-1.8	25.6	4.1	2.6	-1.5	2.0	2.0
Cc1nn(-c2ccccc2)c(/N=C/c2ccccc2O)c1-c1ccccc1	·	-3.0	-34.5	·	-171.4	·	·
CCOc1ccc(N2CC(C(=O)Nc3cccc(S(=O)(=O)N4CCOCC4)c3)CC2=O)cc1 (centres undefined)	·	·	-5.0	-1.9	18.0	3.1	1.3
Cc1ccc(S(=O)(=O)CCC(=O)NNC(=O)CN(C)S(=O)(=O)c2ccc(C)cc2)cc1	-3.0	-1.2	-14.1	3.4	-5.7	4.4	-3.2
CCOC(=O)Nc1ccc2ncn(C)c(=O)c2c1	-1.6	4.4	-7.2	0.2	-4.1	-25.7	6.2
CCCC(=O)Nc1ccc2c(c1)C(=O)N(C)[C@H]1CC[C@@H](CC(=O)NCC3CCCCC3)O[C@@H]1CO2	2.6	-20.8	13.0	-0.2	16.4	-6.5	-11.5
O=C(C[C@@H]1CC[C@@H]2[C@H](COC[C@H](O)CN2C(=O)Nc2ccc3c(c2)OCO3)O1)N1CCN(c2ccccc2)CC1	4.0	11.6	-22.7	1.5	·	·	3.2
COc1cccc(S(=O)(=O)N[C@H]2C=C[C@H](CC(=O)NCc3ccc(F)cc3)O[C@@H]2CO)c1	0.0	8.1	-3.4	-0.6	-0.9	0.0	8.0
COc1ccc(-c2ccc(SCc3ccccn3)nn2)cc1OC	-1.4	12.6	-37.0	4.2	-18.7	-5.3	-3.8
C/C=C/c1ccc([C@H]2[C@@H](CO)N(C(=O)C3CC3)[C@H]2CNC(=O)NC(C)C)cc1	-1.8	-3.6	1.6	-3.1	2.5	2.4	2.3
C[C@H](CO)N1C[C@H](C)[C@H](CN(C)C)Oc2ccc(NC(=O)Nc3ccccc3)cc2CC1=O	-0.4	-4.9	-2.5	0.0	-0.1	-7.5	-5.0
O=C(NCC(=O)N1CCN(S(=O)(=O)c2ccccc2F)CC1)c1ccc2c(c1)OCO2	-0.4	-3.0	15.5	3.6	-7.5	-3.5	17.2
COCC(=O)Nc1ccc2c(c1)OC[C@@H](C)N(C(=O)c1ccccc1)C[C@H](C)[C@@H](OC)CN(C)C2=O	-3.4	-7.9	-7.4	·	·	1.5	-4.4
CSc1ccc(/C=N/N(C)S(=O)(=O)c2ccc(C)cc2)cc1	-2.3	20.6	-46.1	1.2	5.3	4.3	17.1
O=C(N[C@H](C(=O)N1CCC[C@H]1C(=O)NCCc1ccccc1Cl)C1CCCCC1)c1ccccc1	1.9	·	-9.0	4.0	15.3	-3.6	0.9
O=S(=O)(c1cccc(-c2nnco2)c1)N1CCCC1	-3.0	·	3.0	-1.3	-8.0	·	·

Outcome played no part in choosing rows. Share with any hit: about 4.9%.
